# Screening results (PubChem)
# GAA glycogen mod: GAA glycogen-cleavage inhibition or activation; P10253; 300,000 tested, 0.38% active; Potency, µM (series often up to 76.4 µM), for the others: at the top dose activity change, negative = inhibition, usual class: inhibitors; recombinant GAA, glycogen substrate, Amplex Red glucose oxidase fluorescence; active means well fitted inhibition curve with a large enough effect; inconclusive means small, poorly fitted or top-dose-only effect, or another doubt; inactive means no such curve, though single readings can be large or run the other way;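 further: 0% = full enzyme reaction and -100% = no-enzyme basal signal; the screen sought inhibitors and activators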
#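 Recombinant enzyme (4 nM final) with compounds titrated up to 77 uM and bovine liver glycogen (30 ug) in citrate pH 5.0, 0.01% Tween-20, 37 C 40 min. Released glucose detected by Amplex Red/glucose oxidase (Ex 573/Em 610); AC50 from Hill fits.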
# Numbers without * were called inactive; u = inconclusive; [ ] = dose if it differs, or a comment. Potency means the concentration at half of the fitted maximal effect.
SMILES,GAA glycogen mod
CCOc1cc(/C=C2\NC(=S)N(C)C2=O)ccc1OCc1ccc(C(=O)O)cc1,5.2%
O=C(CSc1nnnn1-c1ccc(C(=O)O)cc1)NC1CC1,-0.6%[76.3 µM]
Cc1ccc(S(=O)(=O)N(Cc2ccc(Cl)cc2)c2ccccc2C(=O)O)cc1,8.1%
CCc1cc(=O)oc2c3c(cc(OCC(=O)NCCC(=O)O)c12)OC(C)(C)CC3,-5.6%
O=C(Nc1ccc2cccnc2c1)c1ccc(Br)cc1,-7.7%[76.3 µM]
O=C1Nc2ccccc2C(=O)N2C[C@@H](O)C[C@H]12,-4.5%
O=C(NCCCc1ccccc1)C(=O)c1c[nH]c2ccccc12,-2.6%[76.3 µM]
Cc1cccc(NC(=O)NC2(C)CCS(=O)(=O)C2)c1 (stereo not drawn),0.4%
Cc1ccc2nc3c(cc(C(=O)NC4CCCC4)c(=N)n3C3CCCCC3)c(=O)n2c1,0.4%
Cc1ccc(NC(=O)C2CCN(S(=O)(=O)c3ccc4c(c3)NC(=O)C(C)S4)CC2)cc1Cl (stereo not drawn),0.3%[76.3 µM]

# Part of the list above, as tab-separated lines:
Compound	GAA glycogen mod
CCOc1cc(/C=C2\NC(=S)N(C)C2=O)ccc1OCc1ccc(C(=O)O)cc1	5.2%
O=C(CSc1nnnn1-c1ccc(C(=O)O)cc1)NC1CC1	-0.6%[76.3 µM]

# More structures follow:
SMILES,GAA glycogen mod
COc1cccc(CC(=O)Nc2cc(C(F)(F)F)ccc2N2CCCC2)c1,-4.0%[76.3 µM]
C/C(=N\NC(=O)c1sccc1C)c1cccnc1,-3.3%[76.3 µM]
COc1cccc(Nc2c(Nc3cccc(OC)c3)c(=O)c2=O)c1,-1.3%
CCOc1ccc(NC(=O)c2cccc3ccccc23)cc1,1.1%[76.3 µM]
CCC(=O)Nc1nc(C)c(C(=O)Nc2cccc(Cl)c2)s1,0.7%[76.3 µM]
CC(C)Oc1ccc(C(=O)Nc2ccc3c(c2)n(C)c(=O)n3C)cc1,8.0%[76.3 µM]
CC(C)c1ccc(NC(=O)c2ccc3c(c2)CCN3S(C)(=O)=O)cc1,5.0%
Cc1ccccc1COC(=O)CCCC1=NS(=O)(=O)c2ccccc2N1,2.5%[76.3 µM]
COc1ccc(Cc2nc3ccc(C(=O)NCC4COCCO4)cc3o2)cc1OC (stereo not drawn),-8.6%[76.3 µM]
Cc1onc(-c2ccccc2)c1C(=O)NCc1ccc(Cl)cc1,-0.5%
COc1ccc(C(=O)N/N=C(\C)CC(=O)Nc2ccc(N(C)C)cc2)c(OC)c1,u
Cc1cc(C(=O)Nc2ccc(C(=O)O)cc2)c(C)o1,-13.5%
COc1cccc(CN2CCNC(=O)C2CC(=O)NCCCC2CCCC2)c1OC (stereo not drawn),-8.3%[76.3 µM]
Cn1cc([N+](=O)[O-])c(C(=O)N2CCCCCC2)n1,0.3%[76.3 µM]
COc1cc(C)ccc1OCc1cc(C(=O)N2CCCCCC2)no1,-21.3%[76.3 µM]
COc1cc(C(=O)OCCNC(=O)c2ccccc2)cc(OC)c1OC,1.2%
O=C(Nc1cccc2c1CCCC2)c1ccccc1Br,-11.4%[76.3 µM]
CC(C)N(CCNC(=O)C1CCCN(c2ncnc3c2nc2n3CCCCC2)C1)Cc1ccccc1 (stereo not drawn),-3.7%[76.3 µM]
CC(C)CCNC(=O)c1cc(-c2cccs2)nc2ccccc12,9.3%
Cc1c(CC(=O)NC(C)C)c(=O)oc2cc3c(cc12)CCC(C)(C)O3,1.0%
Cn1nc(C(=O)Nc2ccccc2)c2c1-c1ccccc1S(=O)(=O)C2,-6.9%[76.3 µM]
COc1ccc(C(=O)c2c(-c3cccc(C)c3)oc3ccc(N4CCOCC4)cc23)cn1,-3.9%[76.3 µM]
CS(=O)(=O)c1ccc2nc(NC(=O)C3CC(=O)N(c4ccc(F)cc4)C3)sc2c1 (stereo not drawn),2.6%
CCn1c(COc2ccccc2)nnc1SCC(=O)NC1CC1,-8.7%[76.3 µM]
Cc1ccc(C(=O)Nc2nc3ccc(S(C)(=O)=O)cc3s2)cc1C,3.0%
COC(=O)COc1ccc(/C=C2\SC(=O)N(CC(=O)Nc3ccccc3F)C2=O)cc1,9.6%[76.3 µM]
Cc1cccc(NS(=O)(=O)c2ccc(NC(=O)N3CCCCC3)cc2)c1,0.5%[76.3 µM]
Cc1ccnc2nc(NC(=O)c3ccco3)nn12,-7.7%[76.3 µM]
N#CCc1ccc(OC(=O)Nc2ccccc2)cc1,-2.2%
O=C(NNC(=O)C1CCCO1)c1ccc([N+](=O)[O-])cc1 (stereo not drawn),-18.2%
O=C(Cc1ccc(F)cc1)Nc1ccc2[nH]ncc2c1,13.5%[76.3 µM]
COc1ccc(CCNC(=O)CCc2cn(C)c3ccccc23)c(OC)c1,1.3%
CCOc1ccc(N2CC(C(=O)Nc3nnc(Cc4ccccc4)s3)CC2=O)cc1 (stereo not drawn),1.1%
O=C(CN(c1ccc([N+](=O)[O-])cc1)S(=O)(=O)c1ccccc1)N1CCCCC1,10.1%
COCc1cc(C)nc(SCc2ccc([N+](=O)[O-])cc2)c1C#N,-7.1%[76.3 µM]
Cn1ccc(C(=O)OCC(=O)Nc2ccccc2Cl)n1,1.4%[76.3 µM]
CC1CN(C(=O)CCCN2C(=O)c3ccccc3C2=O)CC(C)O1 (stereo not drawn),0.1%[76.3 µM]
COc1ccc2c(c1)C(=NNc1ccc(C(=O)O)cc1)c1cc(OC)ccc1-2,u
COc1ccc(C(=O)Nc2ccc(S(=O)(=O)Nc3cnc4ccccc4n3)cc2)cc1,0.2%[76.3 µM]
COc1cc(CNCc2ccc(Br)cc2)cc(OC)c1,4.3%
CC(C)Cc1ccc(C(C)C(N)=NCCc2ccccc2)cc1 (stereo not drawn),-0.6%
O=C(c1c[nH]c2ccccc12)C(Cl)c1ccccc1 (stereo not drawn),-1.4%
Fc1cccc(NCCc2c[nH]c3ccccc23)n1,0.2%
Cc1nc2cc(-c3ccc(F)cc3)[nH]n2c(=O)c1C,1.2%[76.3 µM]
COc1cccc(C=O)c1OCCN1C(=O)c2ccccc2C1=O,19.2%[76.3 µM]
Cc1ccc(NC(=O)Nc2cccc(F)c2)nc1,-4.6%[76.3 µM]
CC1=NN(C(=O)c2ccc(Cl)cc2)C(O)(c2ccccc2)C1 (stereo not drawn),9.0%[76.3 µM]
COCCN(C(=O)c1snc(C(N)=O)c1N)C(C(=O)NC1CCCC1)c1cc(OC)c(OC)c(OC)c1 (stereo not drawn),0.0%[76.3 µM]
O=C(NC1CCCN(Cc2ccccc2F)C1)C1CCC1 (stereo not drawn),0.0%[76.3 µM]
COc1ccccc1C(=O)NNC(=O)C(=O)Nc1cccc(Cl)c1C,-0.7%

# The results go on.
SMILES,GAA glycogen mod
CCOC(=O)C1CCCN(C2=NC(=O)/C(=C/c3ccc(N(C)C)cc3)S2)C1 (stereo not drawn),-7.7%
COc1ccccc1NC(=O)CSc1nnnn1-c1ccc(F)cc1,0.0%[76.3 µM]
CC(=O)C1=C(O)C(=O)N(c2ccc(O)cc2)C1c1cccc(F)c1 (stereo not drawn),3.0%
CCn1nc(NC(=O)C(C)C)c2cc3cccc(C)c3nc21,2.4%
Cc1ccc(-c2nc3ccccc3c(=O)o2)cc1,10.4%[76.3 µM]
O=C(Nc1nccs1)c1ccc2ccccc2c1,-7.8%[76.3 µM]
COC(=O)c1[nH]c2ccccc2c1Sc1ccccc1,0.4%
CSc1ccccc1C(=O)NCCSc1ccc(C)cc1,1.4%[76.3 µM]
Cc1ccnc(NS(=O)(=O)c2ccc(NC(=O)CC(C)c3ccccc3)cc2)n1 (stereo not drawn),-0.5%
CN(CC(=O)NCc1ccccc1)Cc1ccc(Cl)cc1,3.9%
CN1CCN(C(=O)CCN2C(=O)/C(=C/c3ccc(F)cc3)SC2=S)CC1,-9.3%
CCOC(=O)N1CCN(c2nc3ccc(C)cc3n3cnnc23)CC1,-10.1%
COc1ccc(CCNC(=O)C(=O)NCC2OCCCN2S(=O)(=O)c2cc(C)ccc2C)cc1 (stereo not drawn),-2.7%[76.3 µM]
Cc1cccc(CC(=O)Nc2ccc(C(=O)N3CCCCC3)cc2)c1,4.0%[76.3 µM]
CCCCc1cc(=O)oc2cc(C)cc(OCC(=O)NC(Cc3ccc(Cl)cc3)C(=O)O)c12 (stereo not drawn),1.1%[76.3 µM]
CCC(C)(C)NC(=O)C(c1ccc(OC)cc1)N(C(=O)CCC(=O)Nc1cc(C)on1)C1CC1 (stereo not drawn),-6.9%
CC(=O)N1CCc2cc(S(=O)(=O)N3CCCCCC3)ccc21,2.3%[76.3 µM]
CN(CC1CCCCO1)C(=O)c1cc(COc2ccc(F)cc2Cl)on1 (stereo not drawn),-1.3%[76.3 µM]
COc1cccc(N2CCN(S(=O)(=O)c3cc4c(cc3C)N(C)CCO4)CC2)c1,-7.7%[76.3 µM]
COC(=O)C1CCN(C(=O)CC(NC(=O)C(F)(F)F)c2cccs2)CC1 (stereo not drawn),0.0%
COC(=O)C1CN(C(=O)COc2ccc(Cl)c(C)c2)c2ccccc2O1 (stereo not drawn),1.3%
COc1ccc(N2CCN(C(=O)c3cc(=O)c4ccc(C)cc4o3)CC2)cc1,-3.9%
COc1ccc(/C=C2\SC(=O)N(CC(=O)Nc3ccccc3O)C2=O)cc1OC,1.2%
COc1ccc(/C=N/NS(=O)(=O)c2ccc(F)cc2)cc1CN1CCSCC1,-5.0%[76.3 µM]
CN(Cc1ccccc1)C(=O)c1[nH]cnc1C(=O)NCC(=O)OC(C)(C)C,18.6%[76.3 µM]
O=C(NC1CCCC1)c1cc(-c2ccccc2O)on1,7.4%[76.3 µM]
OCCc1c[nH]c2ccc(C(F)(F)F)cc12,-7.4%[76.3 µM]
CCN(CC)c1ccc(/C=N/N2CCN(Cc3ccccc3Cl)CC2)cc1,u
COc1ccc(Br)cc1CN(C)C(=O)CNC(=O)c1ccc2ccccc2c1,-2.9%
O=C1CSC(c2ccc(F)cc2)N1c1c(F)cccc1F (stereo not drawn),2.2%

# 3 compounds already listed, arranged by SMILES length, rising:
SMILES,GAA glycogen mod
O=C(NC1CCCN(Cc2ccccc2F)C1)C1CCC1 (stereo not drawn),0.0%[76.3 µM]
Cc1cccc(CC(=O)Nc2ccc(C(=O)N3CCCCC3)cc2)c1,4.0%[76.3 µM]
CCOc1ccc(N2CC(C(=O)Nc3nnc(Cc4ccccc4)s3)CC2=O)cc1 (stereo not drawn),1.1%

# Continued:
SMILES,GAA glycogen mod
C=CCNc1nc2c(c(=O)[nH]c(=O)n2C)n1CCOc1ccccc1,18.8%[76.3 µM]
O=C(Nc1ccc(O)cc1)c1ccc2c(c1)C(=O)N(Cc1cccnc1)C2=O,-1.6%[76.3 µM]
CCCCN(C)CCN1C(=O)C2C(C(=O)Nc3ccc(OC)cc3)C3C=CC2(O3)C1C(=O)NC1CCCCC1 (stereo not drawn),0.8%
COc1ccc(NC(=O)C2CCN(S(=O)(=O)c3c(C)noc3C)CC2)cc1,8.0%[76.3 µM]
CC1CCN(S(=O)(=O)c2nnc(NC(=O)COc3ccccc3)s2)CC1,-8.4%[76.3 µM]
CC1CCN(Cc2cc(=O)oc3cc(O)c(Cl)cc23)CC1,-2.0%
O=C(Nc1ccc(C(=O)N2CCOCC2)cc1)c1cccc(Br)c1,0.5%[76.3 µM]
Cc1ccc(-c2nc(N3CCN(C)CC3)c3ccccc3n2)cc1,-0.9%[76.3 µM]
CCOC(=O)c1ccc(NC(=O)c2ccco2)cc1,-4.6%[76.3 µM]
CCOC(=O)c1c(S(=O)(=O)Nc2ccc(C)c(F)c2)c(C)n(C)c1C,-0.9%[76.3 µM]

# Another view of 7 compounds above.
GAA glycogen mod,SMILES
18.8%[76.3 µM],C=CCNc1nc2c(c(=O)[nH]c(=O)n2C)n1CCOc1ccccc1
-1.6%[76.3 µM],O=C(Nc1ccc(O)cc1)c1ccc2c(c1)C(=O)N(Cc1cccnc1)C2=O
0.8%,CCCCN(C)CCN1C(=O)C2C(C(=O)Nc3ccc(OC)cc3)C3C=CC2(O3)C1C(=O)NC1CCCCC1 (stereo not drawn)
8.0%[76.3 µM],COc1ccc(NC(=O)C2CCN(S(=O)(=O)c3c(C)noc3C)CC2)cc1
-8.4%[76.3 µM],CC1CCN(S(=O)(=O)c2nnc(NC(=O)COc3ccccc3)s2)CC1
-2.0%,CC1CCN(Cc2cc(=O)oc3cc(O)c(Cl)cc23)CC1
0.5%[76.3 µM],O=C(Nc1ccc(C(=O)N2CCOCC2)cc1)c1cccc(Br)c1

# Carrying on:
SMILES,GAA glycogen mod
O=C(O)c1ccc(Nc2nc3ccccc3nc2NS(=O)(=O)c2cccs2)cc1,6.5%[76.3 µM]
COC(=O)c1c(NC(=O)c2c(OC)cccc2OC)sc2c1C(C(=O)OC)CC2 (stereo not drawn),-10.0%
CC(C)(C)c1ccc(OCC(=O)N(Cc2cccs2)C2CCS(=O)(=O)C2)cc1 (stereo not drawn),-17.3%[76.3 µM]
CC(=O)N(CCc1cccc(C)c1)Cc1cc2ccc(C)cc2[nH]c1=O,1.8%[76.3 µM]
COc1ccc(C2/C(=C(/O)c3ccc(F)cc3)C(=O)C(=O)N2c2ccccn2)cc1OC (stereo not drawn),-0.6%[76.3 µM]
Nc1nonc1-n1nnc(C(=O)N/N=C/c2cccc(Cl)c2)c1-c1ccc2c(c1)OCO2,-0.6%[76.3 µM]
Cc1cc(C)cc(C(=O)Nn2cnnc2)c1,-2.5%[76.3 µM]
CCn1ncc([N+](=O)[O-])c1C(=O)Nc1ccc(C)c(C)c1,5.8%[76.3 µM]
O=C(CN(C(=O)c1csnn1)c1ccc(F)cc1)NCc1ccc2c(c1)OCO2,-1.9%
CN(C(=S)Nc1ccc(F)cc1)C(c1ccccc1)c1ccccc1,-11.5%
CC1(C)NC(=O)N(CC(=O)N2CCC(Cc3ccccc3)CC2)C1=O,-7.2%[76.3 µM]
Cc1ccc(NC(=O)Nc2ccc3c(c2)OCO3)c(OC(F)F)c1,-11.6%[76.3 µM]
CN(C(=O)CCN1CCCO1)C1CCCN(Cc2ccccc2F)C1 (stereo not drawn),-2.0%[76.3 µM]

# The list is partial. The share of hits here may be higher or lower than overall.
